# Screens as filed in PubChem BioAssay.
# GSK3 alpha inh = inhibitors of human GSK-3 alpha kinase | AID 2650 | inhibition, % at 10 µM | ADP-Glo luminescence, 60 min | P49840 | 0.1% of 320,000 active;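 in the data active = inhibition above about 50%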;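 note: GST-tagged GSK-3 alpha with peptide substrate and 25 µM ATP; 0% = DMSO neutral wells and 100% = GW8510 positive control wells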
# Target sequence (P49840 whole entry, looked up): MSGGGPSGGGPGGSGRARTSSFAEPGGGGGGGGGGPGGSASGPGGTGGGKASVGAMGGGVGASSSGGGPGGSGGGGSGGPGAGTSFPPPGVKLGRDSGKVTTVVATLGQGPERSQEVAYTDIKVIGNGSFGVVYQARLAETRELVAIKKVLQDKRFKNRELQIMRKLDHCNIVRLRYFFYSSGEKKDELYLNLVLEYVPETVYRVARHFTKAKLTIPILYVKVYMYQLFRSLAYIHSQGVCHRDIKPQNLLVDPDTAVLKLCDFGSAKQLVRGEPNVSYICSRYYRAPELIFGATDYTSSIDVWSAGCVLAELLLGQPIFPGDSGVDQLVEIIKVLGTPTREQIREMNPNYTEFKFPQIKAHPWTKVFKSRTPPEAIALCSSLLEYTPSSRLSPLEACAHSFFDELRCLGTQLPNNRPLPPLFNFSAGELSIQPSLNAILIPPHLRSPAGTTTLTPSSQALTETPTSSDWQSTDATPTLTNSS
# AI-2 QS modul = modulates the Vibrio harveyi AI-2 quorum sensing system; Vibrio harveyi JMH597 AI-2 luminescence/OD600 ratio, 9 h; stronger effect = lower value; strain lacks LuxN and CqsS sensors; 0 = neutral-control median; activity change, % at 7.5 µM; 0.4% of 300,000 active; in the data active = activity change below about -75%, passing the limit was not always enough; inconclusive = no clear call, values can overlap the other calls;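 note: luminescence divided by OD600 gain over 9 h not by final OD600 alone; inactives centre near 13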
# DYRK1A inh = Dyrk1A (rat) kinase inhibition | Q63470 | ADP-Glo luminescence, NFATc1 peptide | inhibition, % at 12.5 µM | 0.43% of 310,000 active; in the data active = inhibition above about 50%;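 note: plate controls were vehicle with enzyme for no effect and no enzyme for full effect; many of its hits are not listed in these tables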
# HSF1 activator = increases HSF-1 driven luciferase reporter signal | NIH3T3-HGL HSF-1 luciferase reporter, MG132, 8 h; 100% = twice DMSO control signal | activation, % at 9 µM | 1.7% of 300,000 active | AID 504408;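 active = mean replicate activation of at least 50% with a set share of replicates each reaching 50%; inconclusive = only one of those two conditions met; inactive = mean below 50% and too few replicates reaching it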;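 note: 0% = median of the neutral control wells and 100% = twice that signal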
# HDAC3 inhib = blocks human histone deacetylase 3; inhibition, % at 8.3 µM; 0.15% of 320,000 active; recombinant HDAC3, fluorogenic peptide/trypsin coupled, fluorescence; AID 2718; O15379; in the data active = inhibition above about 26%, passing the limit was not always enough; inconclusive = no clear call, values can overlap the other calls
# HSP90 inh = HSP90 refolding inhibition in rabbit reticulocyte lysate | luciferase refolding luminescence, 3 h | inhibition, % at 5.6 µM | 0.91% of 290,000 active | AID 1789;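 active = inhibition above the screen-wide mean plus 3 SD, computed separately per campaign, cut at about 16% in these data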;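 note: 0% = DMSO wells and 100% = 60 µM geldanamycin wells; inhibitors lower the luminescence because luciferase stays unfolded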
# Platelet DG rel = platelet dense granule release activity; human platelet-rich plasma, SFLLRN dense granule ATP release, luminescence; inhibition, %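 (compounds screened at 7.5 µM in platelet-rich plasma)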; 0.22% of 300,000 active; AID 1663;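 active = mean replicate score, as percent of positive control, at or above 50; inconclusive = mean below 50 but at least one replicate at or above 50; inactive = mean and every replicate below 50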
# PolyA inhibitor = blocks polyadenylation in yeast reporter cells. AID 1875. calls only at 12 µM. 0.02% of 300,000 active. S. cerevisiae SKY197-pL101 polyadenylation reporter, beta-gal luminescence; efflux-impaired pdr1/pdr3 knockout yeast; score 100 = 6 SD above DMSO;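 active = lowest replicate activity score at least 50, where 100 means six control SD above control mean; inconclusive = lowest score under 50 but half or more replicates reach 50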;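 note: yeast exposed to compound for 9 h at 30 °C; higher score means more reporter readthrough which indicates perturbed polyadenylation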
# HSF1 inh = HSF1 inhibition. 0.77% of 300,000 active. NIH3T3-HGL HSE-luciferase, MG132-induced, luminescence 8 h; stronger effect = lower value. activity change, negative = inhibition, % at 7.5 µM (by protocol);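 active = more than half of replicate wells show activity change below -50%, luminescence cut by over half; inconclusive = some wells, but at most half, below -50%; inactive = no replicate well below -50%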;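 note: luciferase reports HSF-1 transcriptional activity via heat shock element; 0% = median of DMSO wells and -100% = zero luminescence signal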
# GSK3B inh = blocks human GSK3beta kinase activity | P49841 | GST-GSK3beta kinase, ADP-Glo luminescence, 60 min; stronger effect = lower value | activity score (negative = inhibition), % at 10 µM | 0.038% of 300,000 active | AID 2097;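 active = more than half of replicate wells score below -50%, meaning over 50% inhibition versus plate controls; inconclusive = some replicates but at most half score below -50%; inactive = no replicate scores below -50%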;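 note: 0% = median DMSO wells and -100% = median GW8510 positive control wells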
# Target sequence (P49841 whole entry, looked up): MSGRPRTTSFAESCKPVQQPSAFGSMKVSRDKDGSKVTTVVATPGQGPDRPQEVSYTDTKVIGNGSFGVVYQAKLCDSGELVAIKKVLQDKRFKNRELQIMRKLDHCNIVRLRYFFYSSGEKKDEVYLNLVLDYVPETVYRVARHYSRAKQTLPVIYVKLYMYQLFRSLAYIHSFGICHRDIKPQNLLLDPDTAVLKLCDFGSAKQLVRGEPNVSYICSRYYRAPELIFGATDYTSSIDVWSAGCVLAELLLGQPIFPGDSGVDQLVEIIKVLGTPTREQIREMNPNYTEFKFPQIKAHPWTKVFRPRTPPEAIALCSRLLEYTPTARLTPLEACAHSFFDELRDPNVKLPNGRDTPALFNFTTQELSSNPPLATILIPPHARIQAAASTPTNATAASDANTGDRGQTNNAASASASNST
#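 Assay system: GST-tagged human GSK3beta kinase, cell-free; Input: 1.6 ng GSK3beta; Medium: Tris/MgCl2 kinase buffer; Timing: 60 min enzyme reaction, room temperature; Signal: ADP-Glo luminescence quantifying ADP generated by kinase; Evaluation: score relative to plate controls; Benchmarks: DMSO neutral wells and GW8510 at 20 µM as positive.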
# Starred values were filed as active, the others as inactive; i = inactive; ? = inconclusive; . = not tested or not shown.
SMILES,GSK3 alpha inh,AI-2 QS modul,DYRK1A inh,HSF1 activator,HDAC3 inhib,HSP90 inh,Platelet DG rel,PolyA inhibitor,HSF1 inh,GSK3B inh
CCOP(=O)(OCC)c1nc(-c2ccccc2)oc1NCc1ccccc1,4,5,-5,-21,-9,-1,8,i,2,-1
CCOC(=O)N1CCN(C(=O)C2CCN(S(=O)(=O)c3cc(C)ccc3OC)CC2)CC1,0,24,-3,10,-7,1,1,i,-1,1
O=c1c(-c2ccnn2-c2cccc(Cl)c2)cnc2n1CCS2,1,-4,0,6,0,-3,-1,i,-1,1
O=C(CSc1nnnn1-c1cccnc1)Nc1ccc(F)cc1F,-3,19,-1,-10,3,-4,-3,i,-7,5
Cc1ccc(C(=O)NNC(=O)C2CCN(c3nc(C)cc(C)n3)CC2)cc1,-1,34,-7,-12,8,-1,6,i,-6,-2
C=CCOC(=O)C(C#N)c1nc2ccccc2nc1N1CCCC1 (centres undefined),-1,25,4,-1,-1,6,6,i,-1,1
O=C(O)Cn1ccc2cc(S(=O)(=O)N3CCCCCC3)ccc21,3,5,5,-6,3,-3,-4,i,-3,1
Cc1ccc(C(=O)N2CCCCC2)cc1S(=O)(=O)N1CCCCCC1,4,24,-3,-5,1,-3,-7,i,0,3
N#C/C(=C\c1ccc2c(c1)OCO2)C(N)=S,1,12,.,-4,?,1,1,i,-5,3
CCN(CC)S(=O)(=O)c1cc(-c2nnc(-c3ccc(Br)cc3)o2)ccc1Br,-2,-17,3,6,4,-4,-29,i,1,0
COC(=O)C1CCN(Cc2nnc(-c3ccccc3)o2)CC1,-3,10,-1,-1,-8,5,-3,i,-7,2
COc1ccc(CCNC(=O)Cn2c(=O)[nH]c3ccsc3c2=O)cc1OC,-2,20,-2,7,.,1,-1,i,-1,1

# Continued, starting with the last two of the part before.
SMILES,GSK3 alpha inh,AI-2 QS modul,DYRK1A inh,HSF1 activator,HDAC3 inhib,HSP90 inh,Platelet DG rel,PolyA inhibitor,HSF1 inh,GSK3B inh
COC(=O)C1CCN(Cc2nnc(-c3ccccc3)o2)CC1,-3,10,-1,-1,-8,5,-3,i,-7,2
COc1ccc(CCNC(=O)Cn2c(=O)[nH]c3ccsc3c2=O)cc1OC,-2,20,-2,7,.,1,-1,i,-1,1
C=CCNC(=O)NC(=O)COC(=O)c1nc2nccc(C)n2n1,-3,12,-3,6,-3,-2,-1,i,-6,13
Cc1ccc(OCC(=O)O/N=C(\N)c2cccnc2)cc1,-1,-84*,-1,26,1,-2,-10,i,22,-4
COc1cccc(-c2cccc(NC(=O)C3CCN(Cc4cccc(C)n4)CC3)c2)c1,-1,38,-1,1,-1,-1,-3,i,-1,2
O=C(NC(NC(=S)Nc1cccc(Cl)c1)C(Cl)(Cl)Cl)OCc1ccccc1 (centres undefined),0,55,.,7,8,-1,-4,i,0,4
CCc1ccc(NC(=O)COc2ccc(F)cc2C(=O)c2cnn(-c3ccccc3)c2)cc1,-4,25,-6,28,12,-7,12,i,4,-1
O=C(COC(=O)c1cnccn1)Nc1ccc(Cl)cc1C(F)(F)F,.,40,0,-12,.,.,9,i,-6,0
Cc1ccccc1NC(=O)CSc1nnc(CNC(=O)c2ccco2)n1C,.,16,2,-3,.,.,-8,.,-2,1
O=C(Nc1nc2ccsc2c(=O)s1)c1ccc(F)cc1Cl,-1,19,-6,45,4,8,8,i,19,-1
COc1ccccc1-n1c(SCC(N)=O)nc2c(c1=O)SCC2,.,31,0,2,.,-1,13,i,-1,1
O=C(COC(=O)c1cccs1)NCCC1=CCCCC1,-5,18,0,.,0,1,1,i,.,0
CCOC(=O)/C=C1\CN(CCC(C)C)S(=O)(=O)c2ccccc21,-3,9,-5,0,-5,-2,-1,i,2,1
CC(=O)c1ccc(OCCCC(=O)Nc2cc(S(=O)(=O)N(C)C)ccc2C)cc1,2,33,4,-10,-1,0,11,i,-8,0
Cn1c(=O)c2c(nc(SCC(=O)NCC3CCCO3)n2C)n(C)c1=O (centres undefined),0,19,.,-3,0,1,-3,i,-8,-3
CCN(CC(=O)Nc1ccccc1-c1ccccc1)Cc1nc2ccccc2c(=O)[nH]1,0,3,.,8,-1,0,-6,i,0,-2
Cn1ccnc1C(O)(c1nnc(-c2ccccc2)o1)C(F)(F)F (centres undefined),-4,31,4,2,5,1,-2,i,-8,2
Cc1cc(C(=O)CN2CCC(C)CC2)c(C)n1-c1ccccc1F,-2,11,0,-79,3,53*,4,i,-73*,-3
CCCc1cc(=O)[nH]c2nnc(SCC(=O)NC3CCCCC3)n12,3,9,1,1,-15,.,0,i,-8,3
COC(=O)NCCOc1cc(C)ccc1C,1,3,-1,0,-2,0,-38,i,-5,-4
COC1(OC)N=C(N)C2(C#N)C(c3ccc(C)cc3)C12C#N (centres undefined),-6,46,-6,24,-2,-2,0,i,1,2
COc1ccc2c(c1)c(C(=O)N/N=C/c1ccc(O)c(O)c1)c(C)n2C,5,0,7,12,5,-2,-3,i,3,2
CCC(C)Sc1ccc(-c2nc3ccc(C)cn3c2NCc2ccccc2)cc1OC (centres undefined),0,14,1,7,-72,.,10,i,15,-2
O=C(CSc1ccsc1[N+](=O)[O-])N1CCN(c2ccc(Cl)cc2)CC1,-2,12,-2,33,2,2,11,i,2,2
CCOc1ccc(NC(=O)c2ccc(OC)cc2)cc1,.,4,-11,-9,11,-5,3,i,12,-2
O=C(CCN1C(=O)C2C3C=CC(C3)C2C1=O)Nc1c(F)cccc1F (centres undefined),-1,3,7,-5,-5,-2,5,i,-2,3
Clc1ccc(OCCN2CCCCC2)cc1Cl,-3,21,0,14,3,2,-4,i,-3,6
CCOc1ccc(N2C(=O)CC(Sc3ncccn3)C2=O)cc1 (centres undefined),-1,35,4,-18,-2,-2,4,i,-6,1
CSc1ncc(C(=O)Nc2cccc(Cl)c2C)c(C)n1,-3,9,-1,12,7,0,-1,i,3,-5
CCc1ccc(NC(=O)CS(=O)CC(=O)N2CCN(c3ccccc3F)CC2)cc1 (centres undefined),0,-2,2,-4,-6,1,3,i,-6,2
C[C@H](NC(=O)[C@@H]1CSC2c3ccccc3C(=O)N21)C(=O)NCCc1ccc(F)cc1 (some centres undefined),-2,37,-4,-1,3,-4,-3,i,7,0
O=S(=O)(NCC(c1ccco1)N1CCc2ccccc2C1)c1ccc(F)cc1 (centres undefined),-5,7,8,0,6,.,-1,i,9,0
O=C(N/N=C/c1ccc([N+](=O)[O-])s1)c1ccccc1,2,3,16,13,-1,3,0,i,2,-1
COc1ccc(-c2nc3ccccn3c2Cl)cc1,10,7,16,20,-11,24*,26,i,10,-8
Cc1cccc(NC(=O)Cn2cc(C(=O)C3CC3)c3ccccc32)c1,0,8,-7,-11,0,1,.,i,6,2
Cc1sc(NC(=O)Cn2nc(C(F)(F)F)cc2C)c(C(=O)OC(C)C)c1C,-1,17,3,47,2,-7,-2,i,32,2
Cc1cc(NC(=O)Nc2cccc(C(F)(F)F)c2)no1,0,-4,1,7,3,2,1,i,-3,-1
O=C(CN1C2=NCCN2c2ccccc21)N1CCOCC1,-3,20,.,4,-2,0,2,i,-3,1
Cc1ccc(N(C)S(=O)(=O)c2cccc(C(=O)NCC(c3cccs3)N3CCOCC3)c2)cc1 (centres undefined),1,19,1,-17,-3,.,10,i,9,-2
COc1ccc(OC)c(Cc2nnc(CCC(=O)N3CCCCC3)o2)c1,3,13,.,23,11,11,2,i,11,1
CCn1ccnc1CN(C)C(=O)c1cc(COc2ccccc2SC)on1,1,9,0,18,-5,-9,-6,i,14,-3
OCCC#Cc1c(-c2ccsc2)sc2ccccc12,2,14,3,-7,2,-1,-1,i,2,2
CCN(c1ccccc1)S(=O)(=O)c1cc(C(=O)Nc2cccc(Cl)c2)ccc1F,-3,7,4,-3,1,2,3,i,-2,-4
Cc1ccc2nc3c(c(N)c2c1)CCN3C,4,-5,-1,-15,-4,1,7,i,1,-3
O=S(=O)(c1ccc(Cl)s1)N1CCC2(CC1)OCCO2,-1,18,12,9,-5,-5,6,i,2,-4
COc1cc(NC(=O)c2ccccc2F)c(OC)cc1NC(=O)CN1CCOCC1,0,-4,0,-2,3,-1,-1,i,8,0
CC(C)CNS(=O)(=O)c1ccccc1C(=O)N1CCCCC1,-2,3,0,-38,1,6,0,i,-13,1
Cc1cc(N/N=C/c2ccccc2F)nc(NCc2ccccc2)n1,-3,.,-12,5,10,1,-18,i,2,1
Cc1c(C(=O)NCCCN2CCCC2=O)oc2c(Cl)cccc12,0,17,8,3,4,.,-2,i,-1,-1
COc1ccc(NS(=O)(=O)c2cccc(C(=O)N/N=C/c3ccccn3)c2)cc1,-1,30,12,8,1,4,-11,i,-7,-2
Nc1[nH]n2c(=O)c3c(nc2c1N=Nc1ccc(Cl)cc1)CCCC3,-2,14,5,-13,3,-2,7,i,1,3
Cc1ccc(NC(=O)CN(C)C(=O)CSc2n[nH]c(N)n2)cc1,-3,2,-2,-3,1,-2,-7,i,-3,2
CCOC(=O)CSc1nc2sc3c(c2c(=O)[nH]1)CC(C)(CC)OC3 (centres undefined),7,9,-3,-5,-1,9,1,i,-1,0
COc1ccc2cc(/C=N/NC(=O)CN(c3ccccc3C)S(=O)(=O)c3ccccc3)c(Cl)nc2c1,0,18,-1,4,0,-4,11,i,-6,2
C[C@H](NC(=O)c1nc[nH]c1C(=O)NCC(=O)OC(C)(C)C)c1ccccc1,3,14,1,-9,-1,2,-3,i,1,-1
Cc1ccc(S(=O)(=O)NC(C)C(=O)Nc2cccc([N+](=O)[O-])c2)cc1 (centres undefined),-2,19,1,1,-9,2,9,.,5,4
COC(=O)C1=CN(Cc2ccc(C)cc2)C=C(C(=O)OC)C1c1ccc(F)c(F)c1,-3,24,-5,43,-9,1,1,i,22,0
O=S(=O)(NC1CC1)c1ccc(S(=O)(=O)N2CCCc3ccccc32)cc1,-2,8,-1,4,7,0,0,i,7,-1
Cc1ccc(C(=O)O)cc1N=Cc1cc(Br)cc(Br)c1O,-1,58,4,-2,-4,-2,1,i,1,3
CN1CCN(S(=O)(=O)c2ccc(N(C)CC(=O)Nc3ccc(F)cc3)nc2)CC1,-1,2,.,5,-5,1,0,i,-1,0
O=C(CN1CCN(S(=O)(=O)c2ccccc2)CC1)Nc1ccccc1C(=O)c1ccccc1,2,1,-9,22,4,-2,6,i,9,1
CCN(CC)CCCNC(CC(=O)Nc1cccc([N+](=O)[O-])c1)C(=O)O (centres undefined),-1,20,-1,-1,10,-3,28,i,0,1
Cc1cccc(N(CC(=O)NC2CCCCC2)C(=O)CCC(=O)Nc2nccs2)c1,0,11,1,-17,-5,0,9,i,6,3

# An excerpt, so the mix of outcomes need not match the whole.
